Screening data as filed in PubChem.
DAX1 inh-1 – NR0B1 (DAX1) inhibition; P51843; HEK293 Gal4-DAX1 luciferase reporter, luminescence; inhibition, % at 6.75 µM; actives 0.99% (n = 340,000); AID 504766;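 active = inhibition above the mean over all tested compounds plus 3 SD, cut at about 4.2% in these data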;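 also: 0% = DAX1-transfected cells with DMSO and 100% = empty-vector control cells with DMSO; inhibition shows as a rise in luminescence from relieved DAX1 repression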
Target sequence (P51843 207-470 limits assumed): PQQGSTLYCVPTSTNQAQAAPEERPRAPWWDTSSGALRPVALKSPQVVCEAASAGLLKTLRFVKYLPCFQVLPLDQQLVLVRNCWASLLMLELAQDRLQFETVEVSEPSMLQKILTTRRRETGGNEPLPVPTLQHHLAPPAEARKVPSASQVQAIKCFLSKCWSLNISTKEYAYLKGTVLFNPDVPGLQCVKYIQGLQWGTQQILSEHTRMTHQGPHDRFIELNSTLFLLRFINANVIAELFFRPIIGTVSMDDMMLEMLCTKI
hgDAF-12 ag – agonists of H. glycines DAF-12 nuclear receptor; HEK293 GAL4-hgDAF12 UAS-luciferase reporter, agonist luminescence; normalized to butyrate control; activation, % at 6.8 µM; actives 1.8% (n = 370,000);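 active = activation above a cutoff set at the mean of all screened compounds plus 3 SD, cut at about 10% in these data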;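 also: 0% = DMSO wells and 100% = sodium butyrate wells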
PG9 Ab binder – small molecules binding HIV-1 gp120 antibody PG9. actives 0.43% (n = 360,000). TR-FRET gp120-PG9 antibody binding. inhibition, % at 6.7 µM; in the data active = inhibition above about 8.5%
hcDAF-12 act – activates DAF-12 receptor from parasite H. contortus. activation, % at 6.8 µM. HEK293 hcDAF-12 lit1-tk-luc reporter, luminescence; 0% DMSO, 100% Δ7-dafachronic acid. actives 1.4% (n = 370,000);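 active = activation above the mean of all tested compounds plus 3 SD, cut at about 5.5% in these data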;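 also: 100% = response to 3 µM Δ7-dafachronic acid high control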
ssDAF12 agonist – activators of S. stercoralis DAF-12 nuclear receptor | HEK293 ssDAF-12/GRIP1 lit1-tk-luc reporter, luminescence; % of 3 µM dafachronic acid response | activation, % at 6.8 µM | actives 1% (n = 370,000) | AID 652126;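 active = activation above the mean over all tested compounds plus 3 SD, cut at about 0.9% in these data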;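 also: 0% = DMSO-only wells and 100% = 3 µM delta7-dafachronic acid wells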
GAA850 FXN act – increases GAA850 frataxin promoter reporter activity; actives 0.56% (n = 360,000); AID 540364; activation, % at 6 µM; HEK293 lucGAA850 FXN promoter luciferase reporter, 24 h; percent of 10 µM SAHA response;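 active = activation above the average of all compounds screened plus 3 SD, cutoff fixed separately per campaign, cut at about 7.5% in these data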;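 also: 0% = DMSO wells and 100% = 10 µM SAHA wells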
HGIII-sPLA2 inh – Blocks human group III sPLA2 activity. AID 743126. inhibition, % at 12.2 µM. actives 0.56% (n = 370,000). Q9NZ20. QFRET BODIPY PC-A2 liposome hydrolysis, fluorescence;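 active = inhibition above mean plus 3 SD of compounds lying within the high and low control bounds, cut at about 19% in these data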;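 also: 0% = median of test compound wells and 100% = no enzyme DMSO wells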
Target sequence (Q9NZ20 whole entry, looked up): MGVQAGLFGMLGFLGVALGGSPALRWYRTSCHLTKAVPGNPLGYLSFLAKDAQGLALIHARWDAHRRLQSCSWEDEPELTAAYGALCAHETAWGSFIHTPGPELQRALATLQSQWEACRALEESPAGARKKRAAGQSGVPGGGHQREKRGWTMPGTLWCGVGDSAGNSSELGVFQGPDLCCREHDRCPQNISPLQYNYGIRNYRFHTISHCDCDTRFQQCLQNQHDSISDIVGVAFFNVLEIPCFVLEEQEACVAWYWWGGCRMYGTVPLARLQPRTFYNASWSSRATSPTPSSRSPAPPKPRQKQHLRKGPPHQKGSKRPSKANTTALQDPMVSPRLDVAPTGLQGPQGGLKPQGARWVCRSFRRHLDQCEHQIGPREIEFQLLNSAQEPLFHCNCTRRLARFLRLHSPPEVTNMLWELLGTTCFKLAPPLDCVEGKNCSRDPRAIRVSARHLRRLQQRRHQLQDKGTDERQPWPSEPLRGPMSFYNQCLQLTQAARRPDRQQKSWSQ
Rev-erbA mod – modulates human Rev-erb alpha binding to DNA; P20393; Rev-erbα–FITC-DNA binding, fluorescence polarization, 90 min; activity, % at 10 µM; actives 0.79% (n = 370,000);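 active = activity above about 14%, limit read from the data; passing the limit was not always enough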;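 also: 0% = DMSO wells with 35 nM protein and 100% = DMSO wells with 750 nM protein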
DAX1 inh-2 – DAX1 (NR0B1) inhibition, primary screen; HEK293T StAR-luciferase reporter, SF-1/DAX-1 repression relief; inhibition, % at 6.8 µM; actives 1.1% (n = 370,000); AID 652010;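 active = inhibition above the mean over all tested compounds plus 3 SD, cut at about 3.6% in these data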;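 also: 0% = DAX-1 cells with DMSO and 100% = cells lacking DAX-1 with DMSO; higher inhibition means more luminescence from relief of DAX-1 repression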
PLC-beta3 inh – PLC-beta3 (human) inhibition, primary screen; Q01970; Purified PLC-beta3, fluorogenic substrate, fluorescence; inhibition, % at 12.2 µM; actives 0.18% (n = 370,000); AID 720704; in the data active = inhibition above about 11%;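 also: 0% = median of compound wells on plate and 100% = full blocker control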
SMARCA2 activ – increases SMARCA2 function in MMTV reporter cells. MG213 cells, MMTV-luciferase reporter, dexamethasone, overnight. activation, % at 9.1 µM. actives 1% (n = 370,000); in the data active = activation above about 7.8%;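 also: 0% = vehicle wells and 100% = reference activator wells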
* marks the source's active call; other numbers are inactive results. The order is random, and some 7% of all compounds hit somewhere here.

What do the screens show for `O=C(c1ccc(S(=O)(=O)N2CCOCC2)cc1)N(c1ccc(F)cc1)C1C=CS(=O)(=O)C1` (stereo unspecified)?
DAX1 inh-1: 1.7; hgDAF-12 ag: -1.3; PG9 Ab binder: 0.3; hcDAF-12 act: -0.6; ssDAF12 agonist: -0.2; GAA850 FXN act: 0.0; HGIII-sPLA2 inh: 6; Rev-erbA mod: -1; DAX1 inh-2: -0.4; PLC-beta3 inh: 0; SMARCA2 activ: 1

Results for Cc1ccc(-c2cccc([C@H]3[C@@H]4C=CC[C@@H](C)[C@@H]4C(=O)N3Cc3ccccc3)c2)cc1 ?
DAX1 inh-1: -0.9; hgDAF-12 ag: 0.4; PG9 Ab binder: 0.4; hcDAF-12 act: 0.1; ssDAF12 agonist: -1.3; GAA850 FXN act: -0.7; HGIII-sPLA2 inh: -5; Rev-erbA mod: 5; DAX1 inh-2: 3.3; PLC-beta3 inh: 3; SMARCA2 activ: -3

How did O=C(c1cnccn1)N1CCN(C/C=C/c2ccccc2)CC1 do in these assays?
DAX1 inh-1: 0.2; hgDAF-12 ag: -1.3; PG9 Ab binder: -2.1; hcDAF-12 act: -1.0; ssDAF12 agonist: -1.2; GAA850 FXN act: -0.3; HGIII-sPLA2 inh: -7; Rev-erbA mod: -3; DAX1 inh-2: -0.6; PLC-beta3 inh: -1; SMARCA2 activ: -1

Results for Cc1c(NC(=O)c2cc(-c3ccc(Cl)s3)nc3ccccc23)c(=O)n(-c2ccccc2)n1C ?
DAX1 inh-1: 0.1; hgDAF-12 ag: 0.3; PG9 Ab binder: 0.1; hcDAF-12 act: 0.2; ssDAF12 agonist: -0.7; GAA850 FXN act: 2.8; HGIII-sPLA2 inh: 0; Rev-erbA mod: 6; DAX1 inh-2: 0.9; PLC-beta3 inh: -10; SMARCA2 activ: 0

Results for CC(=O)c1coc2ccc(OCC(=O)O)cc12 ?
DAX1 inh-1: 1.9; hgDAF-12 ag: -3.4; PG9 Ab binder: 0.8; hcDAF-12 act: -0.3; ssDAF12 agonist: -0.7; GAA850 FXN act: -1.9; HGIII-sPLA2 inh: 6; Rev-erbA mod: -4; DAX1 inh-2: 0.0; PLC-beta3 inh: -2; SMARCA2 activ: 2

How did CCC1(C)Cc2ccccc2-c2[nH][nH]c(=O)c21 (stereo unspecified) do in these assays?
DAX1 inh-1: -1.0; hgDAF-12 ag: -0.1; PG9 Ab binder: -0.3; hcDAF-12 act: -0.5; ssDAF12 agonist: -0.9; GAA850 FXN act: 2.2; HGIII-sPLA2 inh: -2; Rev-erbA mod: -4; DAX1 inh-2: -0.4; PLC-beta3 inh: -3; SMARCA2 activ: -4

Results for COc1cc2c(cc1NC(=O)c1cccc(S(=O)(=O)N(C)C)c1)oc1ccccc12 ?
DAX1 inh-1: -1.4; hgDAF-12 ag: 3.7; PG9 Ab binder: 0.9; hcDAF-12 act: -1.3; ssDAF12 agonist: -1.7; GAA850 FXN act: 3.1; HGIII-sPLA2 inh: 1; Rev-erbA mod: 2; DAX1 inh-2: -0.2; PLC-beta3 inh: -12; SMARCA2 activ: 3

What do the screens show for `CC(=O)c1ccc(NS(=O)(=O)c2cccc(C(=O)Nc3ccccc3C(=O)O)c2)cc1`?
DAX1 inh-1: -0.5; hgDAF-12 ag: 1.6; PG9 Ab binder: -3.4; hcDAF-12 act: 1.1; ssDAF12 agonist: -0.9; GAA850 FXN act: -0.6; HGIII-sPLA2 inh: -22; Rev-erbA mod: 1; DAX1 inh-2: 0.0; PLC-beta3 inh: -28; SMARCA2 activ: 1

Results for O=C(c1cc2c(c(-c3cccc(-c4ccncc4)c3)n1)[C@H](CCO)N(C(=O)c1ccc3c(c1)OCO3)C2)N1CCOCC1 ?
hgDAF-12 ag: 5.2; PG9 Ab binder: 0.4; hcDAF-12 act: -1.2; ssDAF12 agonist: -1.2; HGIII-sPLA2 inh: 4; Rev-erbA mod: 10; DAX1 inh-2: 0.9; PLC-beta3 inh: -3; SMARCA2 activ: 0

What do the screens show for `CN1CCc2c(n(CC(O)CN3CCN(CCO)CC3)c3ccccc23)C1=O` (stereo unspecified)?
DAX1 inh-1: 1.0; hgDAF-12 ag: -3.2; PG9 Ab binder: 0.8; hcDAF-12 act: 0.9; ssDAF12 agonist: -1.1; GAA850 FXN act: 1.3; HGIII-sPLA2 inh: -4; Rev-erbA mod: -2; DAX1 inh-2: 0.4; PLC-beta3 inh: -14; SMARCA2 activ: 2

What do the screens show for `O=C(Cc1cccs1)NC(Cc1c[nH]c2ccccc12)C(=O)O` (stereo unspecified)?
DAX1 inh-1: 2.5; hgDAF-12 ag: -0.2; PG9 Ab binder: -2.2; hcDAF-12 act: 1.2; ssDAF12 agonist: 0.0; GAA850 FXN act: -0.8; HGIII-sPLA2 inh: -10; Rev-erbA mod: -3; DAX1 inh-2: 0.2; PLC-beta3 inh: -12; SMARCA2 activ: 3

How did NC(=O)c1ccsc1NC(=O)C1CC1 do in these assays?
DAX1 inh-1: 3.3; hgDAF-12 ag: -2.2; PG9 Ab binder: -0.5; hcDAF-12 act: -1.2; ssDAF12 agonist: -0.9; GAA850 FXN act: -2.2; HGIII-sPLA2 inh: -5; Rev-erbA mod: -5; DAX1 inh-2: -0.9; PLC-beta3 inh: 1; SMARCA2 activ: -2

What do the screens show for `O=C1CC(N2CCCc3ccccc32)C(=O)N1c1ccccc1` (stereo unspecified)?
DAX1 inh-1: 0.2; hgDAF-12 ag: -0.1; PG9 Ab binder: -2.2; hcDAF-12 act: 1.1; ssDAF12 agonist: -0.6; GAA850 FXN act: 0.3; HGIII-sPLA2 inh: -3; Rev-erbA mod: -2; DAX1 inh-2: 0.5; PLC-beta3 inh: -6; SMARCA2 activ: -3

How did O=c1cc(CSc2ccc(Cl)cc2)nc(-c2ccccc2)[nH]1 do in these assays?
hgDAF-12 ag: -1.4; PG9 Ab binder: -1.7; hcDAF-12 act: -0.7; ssDAF12 agonist: -0.5; GAA850 FXN act: 0.1; HGIII-sPLA2 inh: -6; Rev-erbA mod: -2; DAX1 inh-2: -0.6; PLC-beta3 inh: 0; SMARCA2 activ: -5

Results for CC(=O)c1ccc(NS(=O)(=O)c2ccc(N)cc2)cc1 ?
DAX1 inh-1: 0.2; hgDAF-12 ag: -0.1; PG9 Ab binder: -1.5; hcDAF-12 act: 2.9; ssDAF12 agonist: -1.1; GAA850 FXN act: 1.5; HGIII-sPLA2 inh: 2; Rev-erbA mod: -5; DAX1 inh-2: 0.0; PLC-beta3 inh: 4; SMARCA2 activ: 2

How did COc1ccc(/C(C)=N/NC(=O)c2nnn(-c3nonc3N)c2-c2cccs2)cc1 do in these assays?
DAX1 inh-1: -0.3; hgDAF-12 ag: 2.9; PG9 Ab binder: -0.9; hcDAF-12 act: 0.1; ssDAF12 agonist: -0.7; GAA850 FXN act: 0.5; HGIII-sPLA2 inh: -7; Rev-erbA mod: -7; DAX1 inh-2: 0.1; PLC-beta3 inh: -21; SMARCA2 activ: -1

Results for O=C(Nc1nnc(C2CC2)s1)c1cc(S(=O)(=O)N2CCCCC2)ccc1N1CCOCC1 ?
DAX1 inh-1: -1.3; hgDAF-12 ag: -4.1; PG9 Ab binder: 1.6; hcDAF-12 act: -2.0; ssDAF12 agonist: -1.6; GAA850 FXN act: 1.3; HGIII-sPLA2 inh: -2; Rev-erbA mod: -1; DAX1 inh-2: -0.1; PLC-beta3 inh: -28; SMARCA2 activ: -3

Results for CC1CN(Cc2c(O)ccc3c(=O)c(-c4ccccc4)coc23)CC(C)O1 (stereo unspecified) ?
DAX1 inh-1: -0.6; hgDAF-12 ag: -1.2; PG9 Ab binder: -0.2; hcDAF-12 act: -0.1; ssDAF12 agonist: -1.0; GAA850 FXN act: 1.8; HGIII-sPLA2 inh: -3; Rev-erbA mod: -4; DAX1 inh-2: 0.0; PLC-beta3 inh: inactive; SMARCA2 activ: 0

How did FC(F)(F)c1ccc(Oc2ccc(Cl)cc2Br)nc1 do in these assays?
DAX1 inh-1: -0.1; hgDAF-12 ag: -0.5; PG9 Ab binder: 0.4; hcDAF-12 act: -0.8; ssDAF12 agonist: 25*; GAA850 FXN act: 1.3; HGIII-sPLA2 inh: 5; Rev-erbA mod: 5; DAX1 inh-2: 0.2; PLC-beta3 inh: 0; SMARCA2 activ: 2

How did CCn1c(SCc2nnc(-c3ccccc3)o2)nnc1-c1ccc(S(=O)(=O)N2CCCC2)cc1 do in these assays?
DAX1 inh-1: 0.6; hgDAF-12 ag: 0.7; PG9 Ab binder: -0.3; hcDAF-12 act: -0.1; ssDAF12 agonist: -1.1; GAA850 FXN act: -1.5; HGIII-sPLA2 inh: -4; Rev-erbA mod: 2; DAX1 inh-2: -0.3; PLC-beta3 inh: 5; SMARCA2 activ: 0

Results for COc1ccc(-c2nc(-c3ccccc3)c(-c3cc([N+](=O)[O-])ccc3C)[nH]2)cc1O ?
DAX1 inh-1: 0.2; hgDAF-12 ag: -0.9; PG9 Ab binder: 0.3; hcDAF-12 act: -2.6; ssDAF12 agonist: -1.6; GAA850 FXN act: -5.1; HGIII-sPLA2 inh: -18; Rev-erbA mod: -2; DAX1 inh-2: -0.7; PLC-beta3 inh: 3; SMARCA2 activ: -1

How did CC(=O)NCCn1ccc2ccccc21 do in these assays?
DAX1 inh-1: 0.3; hgDAF-12 ag: -0.5; PG9 Ab binder: -0.9; hcDAF-12 act: 1.2; ssDAF12 agonist: -0.6; GAA850 FXN act: -1.0; HGIII-sPLA2 inh: 2; Rev-erbA mod: 5; DAX1 inh-2: 0.8; PLC-beta3 inh: -4; SMARCA2 activ: 0

What do the screens show for `O=C(Nc1ccccc1C(=O)NCc1cccnc1)c1ccc(Cl)cc1Cl`?
DAX1 inh-1: -1.0; hgDAF-12 ag: -2.8; PG9 Ab binder: -1.7; hcDAF-12 act: 0.3; ssDAF12 agonist: -1.4; GAA850 FXN act: -0.2; HGIII-sPLA2 inh: -6; Rev-erbA mod: 8; DAX1 inh-2: -0.3; PLC-beta3 inh: 2; SMARCA2 activ: -2

Results for CCN(CC(=O)NCc1ccc(F)cc1)C(=O)Cc1c(F)cccc1Cl ?
DAX1 inh-1: -0.4; hgDAF-12 ag: -2.1; PG9 Ab binder: 0.5; hcDAF-12 act: -2.6; ssDAF12 agonist: -1.4; GAA850 FXN act: -1.7; HGIII-sPLA2 inh: 15; Rev-erbA mod: 1; DAX1 inh-2: -0.3; PLC-beta3 inh: -8; SMARCA2 activ: -3

How did O=C(CCNC(=O)c1ccc(Br)cc1)NNC(=O)COc1ccccc1F do in these assays?
DAX1 inh-1: -0.1; hgDAF-12 ag: 2.3; PG9 Ab binder: -0.1; hcDAF-12 act: -0.5; ssDAF12 agonist: -1.0; GAA850 FXN act: 0.3; HGIII-sPLA2 inh: -6; Rev-erbA mod: -4; DAX1 inh-2: 0.4; PLC-beta3 inh: 4; SMARCA2 activ: 1

How did COc1ccc(NC(=O)C(C)N(C)Cc2ccc3ccccc3c2)cc1 (stereo unspecified) do in these assays?
DAX1 inh-1: -0.9; hgDAF-12 ag: 0.4; PG9 Ab binder: 0.9; hcDAF-12 act: -1.1; ssDAF12 agonist: -0.9; GAA850 FXN act: 1.2; HGIII-sPLA2 inh: -1; Rev-erbA mod: -3; DAX1 inh-2: 0.1; PLC-beta3 inh: -9; SMARCA2 activ: -4
